Fh CTSL1 inh: cathepsin L1 inhibition, PFM18AAP counter-screen. recombinant F. hepatica cathepsin L1, Z-Leu-Arg-MCA fluorescence. inhibition, % at 5.96 µM. actives 0.49% (n = 300,000). AID 1906;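 active = inhibition above the mean of all tested compounds plus 3 SD, set per screening campaign, cut at about 17% in these data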;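 note: 0% = plate median of test compound wells and 100% = 1 µM Z-Phe-Ala-diazomethylketone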
TPT1 inhibitor: inhibitors of Candida albicans tRNA 2'-phosphotransferase TPT1 | recombinant caTPT1, FP RNA substrate dephosphorylation | inhibition, % at 5 µM | actives 0.81% (n = 300,000);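 active = inhibition above the mean of all tested compounds plus 3 SD, set per screening campaign, cut at about 24% in these data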;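 note: plate controls were DMSO alone for no effect and ferristatin control at 100 nM for full effect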
HCV core dimer: blocks dimerization of HCV core protein | TR-FRET GST/Flag-core106 dimerization, 1536-well | inhibition, % at 5 µM | actives 0.33% (n = 300,000) | AID 1899;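 active = inhibition above the mean of all tested compounds plus 3 SD, set per screening campaign, cut at about 45% in these data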
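Test system: GST/Flag-tagged HCV core106 proteins; Medium: KF-containing HEPES buffer, pH 7.45, DTT, CHAPS, BSA; Times: compound-protein-antibody incubation 4 h at 22.5 °C; Detection: TR-FRET 671 and 617 nm emission; Benchmarks: wells lacking GST-core106 and wells with excess unlabelled core106.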
PP5 inh: PP5 (human) phosphatase inhibition; P53041; purified PP5c, OMFP substrate fluorescence; inhibition, % at 6.7 µM; actives 0.18% (n = 320,000);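 active = inhibition above the campaign's mean inhibition across all tested compounds plus 3 SD, cut at about 9.5% in these data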;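 note: 0% = DMSO only and 100% = 100 µM cantharidin control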
Target sequence (P53041 whole entry, looked up): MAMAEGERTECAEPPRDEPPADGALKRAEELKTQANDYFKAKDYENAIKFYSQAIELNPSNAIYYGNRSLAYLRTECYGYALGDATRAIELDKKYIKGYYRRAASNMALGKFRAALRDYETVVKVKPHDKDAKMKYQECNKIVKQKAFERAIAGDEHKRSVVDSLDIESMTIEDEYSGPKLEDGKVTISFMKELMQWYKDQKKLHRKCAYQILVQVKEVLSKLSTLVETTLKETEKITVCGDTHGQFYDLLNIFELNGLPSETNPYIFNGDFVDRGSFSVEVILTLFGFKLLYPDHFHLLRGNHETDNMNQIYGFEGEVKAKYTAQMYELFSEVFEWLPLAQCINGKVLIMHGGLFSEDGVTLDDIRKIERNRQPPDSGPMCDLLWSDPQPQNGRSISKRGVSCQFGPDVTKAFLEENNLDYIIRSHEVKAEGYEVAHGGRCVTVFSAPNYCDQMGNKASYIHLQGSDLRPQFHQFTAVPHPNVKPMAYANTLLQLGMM
Efflux pump inh: blocks antifungal efflux pumps in multiplex yeast assay. S. cerevisiae Candida pump triplex, Nile Red efflux. inhibition, % at 10 µM. actives 0.44% (n = 330,000);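 active = plate passing quality check with inhibition over a set limit, or well fluorescence over plate mean plus 4 SD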;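 note: Nile Red retained in pooled yeast measured as flow cytometry median fluorescence; 0% = buffer negative control and 100% = Enniatin B positive control; higher means more Nile Red kept so more efflux inhibition; some compounds called inactive have numbers as strong as hits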
ZTA counter: blocks Epstein-Barr virus ZTA, an EBNA-1 counter-screen | P03206 | inhibition, % at 11 µM | actives 0.15% (n = 320,000) | ZTA-DNA binding, fluorescence polarization; in the data active = inhibition above about 33%
PP1 counter: counter-screen for PP5 inhibitors: inhibitors of human PP1-alpha; inhibition, % at 6.7 µM; purified PP1alpha, OMFP fluorescence; P62136; actives 0.9% (n = 320,000); AID 2235;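 active = inhibition above the mean inhibition of all tested compounds plus 3 SD, computed separately for each screening campaign, cut at about 15% in these data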
Target sequence (P62136 whole entry, looked up): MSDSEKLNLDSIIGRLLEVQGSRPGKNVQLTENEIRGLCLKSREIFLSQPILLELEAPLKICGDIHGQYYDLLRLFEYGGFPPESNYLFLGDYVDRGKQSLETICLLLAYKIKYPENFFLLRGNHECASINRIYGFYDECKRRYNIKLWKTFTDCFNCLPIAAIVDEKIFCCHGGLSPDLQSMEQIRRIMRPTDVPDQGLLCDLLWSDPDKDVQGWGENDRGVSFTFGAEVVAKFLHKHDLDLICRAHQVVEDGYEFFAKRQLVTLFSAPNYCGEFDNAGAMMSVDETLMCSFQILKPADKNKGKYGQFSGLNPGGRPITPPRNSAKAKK
PREPL inhibitor: inhibits the human prolyl oligopeptidase-like enzyme. recombinant PREPL, fluorescence polarization activity-based probe. inhibition, % at 5.96 µM. actives 0.68% (n = 320,000). AID 2751; in the data active = inhibition above about 43%;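 note: 0% = enzyme with DMSO and 100% = wells lacking enzyme; many of its hits are not listed in these tables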
EBNA-1 inh: blocks EBNA-1 binding to DNA | EBNA-1 DNA binding, fluorescence polarization | inhibition, % at 14.8 µM | actives 0.34% (n = 300,000) | AID 1950; in the data active = inhibition above about 28%
* marks the source's active call; other numbers are inactive results; nt = no result given; & = joins results of further samples. Not all compounds are listed, so the mix of outcomes need not match the whole.

SMILES	Fh CTSL1 inh	TPT1 inhibitor	HCV core dimer	PP5 inh	Efflux pump inh	ZTA counter	PP1 counter	PREPL inhibitor	EBNA-1 inh
Nc1nonc1C(=O)N/N=C/c1cc(Br)ccc1O	4	33*	-17	-1.4	0.0	29	-1	-1	4
CC(C)Oc1ccc(C(=O)Nc2cccc3cccnc23)cc1	-2	-1	0	-0.3	0.0	21	0	2	-7
Clc1ccc(COc2ccccn2)cc1Cl	7	-2	-6	2.8	0.0	-20	-1	-6	-2
COc1ccc(NS(=O)(=O)c2cc(NC(=O)C3CCCO3)ccc2N2CCCCC2)cc1 (stereo not drawn)	-2	-5	8	4.3	0.1	-6	0	-1	4
CCn1c(SCC(=O)N2CCOCC2)nnc1C(C)NC(=O)c1ccccc1 (stereo not drawn)	-2	2	-14	2.2	-0.2	-7	-1	17	-7
CCOC(=O)N1CCN(C(=O)c2cn(CC)c3ccc(S(=O)(=O)N(C)C4CCCCC4)cc3c2=O)CC1	9	-6	-17	-0.1	-0.1	-1	-7	1	-9
CCOc1ccc(/C=C2/C(=O)N(c3ccc(OC)cc3)C(=S)N2CC(=O)OC)cc1OCC	0	20	11	5.1	0.0	8	0	7	-9
COc1ccc(-c2sc(Nc3ccccc3)n[n+]2-c2ccc(F)cc2)c(C)c1C	3	1	-5	1.6	0.1	0	9	24	1
CCOC(=O)Cn1nc(C)c(NC(=O)COc2ccc(C)c(C)c2)c1C	1	-2	-4	1.7	-0.2	-24	0	5	8
CC(=O)N=c1sccn1CC(O)c1ccc(Br)cc1 (stereo not drawn)	0	2	-5	-0.8	0.1	-1	-2	-4	-2
CCOCc1c(C(=O)OCC(=O)Nc2ccccc2C(N)=O)oc2ccccc12	nt	nt	nt	1.7	-0.1	-5	0	-5	nt
CCc1ccc(-c2cc3c(=O)n(CC(=O)NCCCN4CCC(Cc5ccccc5)CC4)nc(C)n3n2)cc1	6	-1	4	-0.7	0.0	14	0	-7	-2
Cc1ccc(C)c(NC(=O)C2CCCN(S(=O)(=O)c3c(C)noc3/C=C/N(C)C)C2)c1 (stereo not drawn)	3	14	-2	3.7	0.0	8	2	-5	-6
O=C(O)c1cc(-c2ccccc2)n(-c2ccccc2)n1	-8	3	-4	0.7	0.8	16	24*	10	0
O=C(Nc1cccc(S(=O)(=O)NC2=NCCC2)c1)c1cc(=O)[nH]c2ccccc12	nt	nt	nt	-2.6	0.1	2	-5	7	nt
COc1cc(NC(=S)NNC(=O)CC(C)C)c(OC)cc1Cl	0	-6	3	2.1	0.0	-2	-3	2	4
COc1cc(C(=O)OCCc2cc3ccccc3c(=O)o2)cc(OC)c1OC	nt	nt	nt	2.3	-0.1	10	2	15	nt
CON1C(=O)C(=O)N(OC)C(C)(C)C1C (stereo not drawn)	-2	-4	-5	1.3	-0.1	1	-3	-12	5
CN(CC1CCOCC1)C(=O)CC1C(=O)NCCN1Cc1cccc(F)c1 (stereo not drawn)	0	-3	-10	5.4	0.1	1	-3	4	3
NS(=O)(=O)c1ccc(NS(=O)(=O)c2ccc(NC(=O)C3CC3)cc2)cc1	1	2	-8	-1.3	0.1	4	5	7	-3
COc1ccc(/C=C/C(=O)OCC(=O)Nc2ccc(Cl)cc2F)cc1S(=O)(=O)N1CCOCC1	-6	-1	7	3.4	-0.1	11	-3	-1	-10
CC12CCC(C(=Nc3ccc(N=C4C(=O)C5(C)CCC4C5(C)C)cc3)C1=O)C2(C)C	6	1	0	1.4	0.3	-6	0	35	-4
CCOC(=O)c1nn(-c2ccc3c(c2)OCO3)cc1O	-1	-1	-3	-3.4	0.0	-2	-5	2	2
Cc1ccc(S(=O)(=O)Nc2ccc(S(=O)(=O)N3CCOCC3)cc2)cc1[N+](=O)[O-]	2	1	8	-0.3	-0.1	6	0	0	-7
N#Cc1ccccc1NC(=O)CC1c2ccccc2Oc2ccccc21	-2	-1	1	-1.1	0.1	3	-3	-2	4
NS(=O)(=O)c1ccc(NC(=S)NC(=O)c2ccc(Br)o2)cc1	-2	1	-3	2.8	0.4	2	-5	-1	-8
CCOCCCn1c(=NC(=O)c2cccnc2)c(C(=O)OCC)cc2c(=O)n3ccccc3nc21	5	0	-1	0.6	-0.1	2	0	24	-11
COc1cc(C2OC(=O)c3ccccc3S2)cc(OC)c1OC (stereo not drawn)	0	0	-4	0.8	-0.1	-5	-2	14	7
COc1ccc(N(CCC(=O)O)S(=O)(=O)c2ccc(C)cc2C)cc1	0	-2	-5	-0.8	-0.1	16	1	-11	1
CC(C)CC(=O)Nc1nnc(SCC(=O)Nc2nccs2)s1	1	-6	-7	1.2	0.2	-1	-1	-3	3
O=C(CSc1ncn[nH]1)Nc1ccc2c(c1)CCC2	5	2	-1	0.8	0.3	-3	-3	8	-10
CCCCn1c(CNC(=O)Cc2ccccc2)nc2ccccc21	2	3	-10	5.0	0.3	9	-2	2	-13
Cc1ccccc1SCC(=O)Nc1cc(S(=O)(=O)N2CCOCC2)ccc1N1CCOCC1	0	3	7	-0.4	0.8*	-15	-2	5	-5
O=C(CSc1nnc(COc2ccccc2)o1)Nc1ccc(F)cc1	0	-2	3	-0.7	0.0	7	-3	-14	4
C/C(=C\C(=O)N1CCc2ccccc21)C(=O)O	0	-1	-9	-0.6	-0.3	-2	1	13	-11
Cc1ccc(CNS(=O)(=O)c2ccc3c(c2)n(C)c(=O)c(=O)n3C)cc1	2	-3	2	0.7	0.2	14	-3	4	11
CCOc1ccccc1N1CCN(C(=S)NCc2ccc(Cl)cc2)CC1	2	0	2	-0.4	0.2	-4	-1	-7	-1
C(=N\Nc1nc(-c2ccccc2)cs1)/c1ccncc1	4	-3	-2	-1.6	-0.2	5	0	31	3
COc1ccccc1-n1c(SCC(=O)N2CCCC2)nc2cccnc21	-1	-9	-1	1.8	0.0	-12	-4	1	-4
CCSCCOC(=O)C1=C(C)NC(=O)NC1c1ccc2c(c1)OCO2 (stereo not drawn)	4	0	2	-0.5	0.0	10	-2	-2	-1
NC(=O)CSc1ccc(-c2ccc(F)cc2)nn1	2	0	-3	-1.1	-0.1	-4	-6	-4	-9
Cc1ccc2nc3c(c(Nc4ccccc4)c2c1)CCC3	1	7	2	1.6	0.1	-6	1	8	-11
Cc1ccc(OCCNCc2ccccc2)c(C)c1	2	5	8	2.3	0.0	1	1	-22	5
Cn1cc(S(=O)(=O)CC(=O)N2CCCc3ccccc32)c2ccccc21	-2	0	-8	-0.3	0.0	21	-2	9	7
Cc1ccc(N(Cc2cc3ccccc3[nH]c2=O)S(=O)(=O)c2ccccc2)cc1	1	1	6	1.5	0.0	-4	3	-31	5
CC1=C(C#N)C(NC(=O)C(C)(C)C)(C(F)(F)F)C(=O)N1 (stereo not drawn)	-3	-1	-2	1.6	-0.1	-3	-2	0	13
CN(C(=O)c1cccs1)C1(C)CCS(=O)(=O)C1 (stereo not drawn)	4	-1	0	2.6	1.9	-4	-2	-5	-3
COC(=O)C(O)(CC(=O)Nc1ccc(Cl)cc1Cl)C(F)(F)F (stereo not drawn)	-1	0	-3	2.5	0.1	0	-2	0	11
CCOc1ccc(CCNC(=O)COC(=O)/C=C/c2ccc(OC)c(OC)c2)cc1OCC	-6	0	-1	1.5	0.0	6	-3	0	0
S=c1nc[nH]c2nc[nH]c12	2&8	0&-1	-7&-6	0.8&0.2	-0.1&0.1	-11&-13	0&-3	10&15	-3&-4

Next part, overlapping the part above by 2 compounds.
SMILES	Fh CTSL1 inh	TPT1 inhibitor	HCV core dimer	PP5 inh	Efflux pump inh	ZTA counter	PP1 counter	PREPL inhibitor	EBNA-1 inh
CCOc1ccc(CCNC(=O)COC(=O)/C=C/c2ccc(OC)c(OC)c2)cc1OCC	-6	0	-1	1.5	0.0	6	-3	0	0
S=c1nc[nH]c2nc[nH]c12	2&8	0&-1	-7&-6	0.8&0.2	-0.1&0.1	-11&-13	0&-3	10&15	-3&-4
CCCCn1c(-c2ccc(OC(F)F)cc2)nc2c1c(=O)[nH]c(=O)n2CC(C)C	-1	-1	6	-0.1	0.0	0	1	16	-6
CCC1(C)NC(=O)N(CC(=O)Nc2sc3c(c2C(N)=O)CCC3)C1=O (stereo not drawn)	-3	3	5	3.1	0.0	-13	6	21	7
c1csc(-c2nc(N3CCOCC3)c3ccccc3n2)c1	0	-4	9	2.8	0.9	3	3	0	-9
CC1CCCCN1C(=S)NCc1ccccc1 (stereo not drawn)	-2	-2	2	0.0	-0.2	-6	-6	-9	-9
Cn1c(=O)n(CC(=O)Nc2ccc(F)cc2)c2ccccc21	-2	-2	-2	0.2	0.0	15	0	7	11
COc1ccccc1CN1CCNC(=O)C1CC(=O)NCCc1cnccn1 (stereo not drawn)	-4	-5	1	3.8	0.4	-9	-4	1	-7
O=C(N/N=C1/CCS(=O)(=O)c2ccc(F)cc21)c1cccnc1	1	-2	1	0.8	0.0	-2	-3	-8	-6

Compounds above containing fluorine, in the order listed:
SMILES	Fh CTSL1 inh	TPT1 inhibitor	HCV core dimer	PP5 inh	Efflux pump inh	ZTA counter	PP1 counter	PREPL inhibitor	EBNA-1 inh
COc1ccc(-c2sc(Nc3ccccc3)n[n+]2-c2ccc(F)cc2)c(C)c1C	3	1	-5	1.6	0.1	0	9	24	1
CN(CC1CCOCC1)C(=O)CC1C(=O)NCCN1Cc1cccc(F)c1 (stereo not drawn)	0	-3	-10	5.4	0.1	1	-3	4	3
COc1ccc(/C=C/C(=O)OCC(=O)Nc2ccc(Cl)cc2F)cc1S(=O)(=O)N1CCOCC1	-6	-1	7	3.4	-0.1	11	-3	-1	-10
O=C(CSc1nnc(COc2ccccc2)o1)Nc1ccc(F)cc1	0	-2	3	-0.7	0.0	7	-3	-14	4
NC(=O)CSc1ccc(-c2ccc(F)cc2)nn1	2	0	-3	-1.1	-0.1	-4	-6	-4	-9
CC1=C(C#N)C(NC(=O)C(C)(C)C)(C(F)(F)F)C(=O)N1 (stereo not drawn)	-3	-1	-2	1.6	-0.1	-3	-2	0	13
COC(=O)C(O)(CC(=O)Nc1ccc(Cl)cc1Cl)C(F)(F)F (stereo not drawn)	-1	0	-3	2.5	0.1	0	-2	0	11
CCCCn1c(-c2ccc(OC(F)F)cc2)nc2c1c(=O)[nH]c(=O)n2CC(C)C	-1	-1	6	-0.1	0.0	0	1	16	-6
Cn1c(=O)n(CC(=O)Nc2ccc(F)cc2)c2ccccc21	-2	-2	-2	0.2	0.0	15	0	7	11
O=C(N/N=C1/CCS(=O)(=O)c2ccc(F)cc21)c1cccnc1	1	-2	1	0.8	0.0	-2	-3	-8	-6

Screening results: PubChem BioAssay, several laboratories
